Bioassay records as filed in PubChem BioAssay.
Mot1-301 SUMO: yeast Mot1-301 growth rescue at high temperature, primary screen, SUMOylation pathway inhibitor project, S. cerevisiae, ATP luminescence, 38.5C; growth rescue, % at 18.8 µM; 320,000 compounds, 1% hits; S. cerevisiae Mot1-301 growth rescue; percent above DMSO median, 100 means doubled;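 active means every valid replicate shows activation above 250% relative to neutral control wells; inactive means the rest, any valid replicate at or below 250%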;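 further: OY570 slx delta 5 strain wells were the positive control but not used for scaling; some compounds called inactive have numbers as strong as hits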
OPRM1-OPRD1 inv: inverse agonists of MOR-DOR heterodimerization, primary screen, cell-based, luminescence | inhibition, % at 9.3 µM | 340,000 compounds, 0.21% hits | AID 504357, 2011 | cell-based MOR-DOR heterodimer luminescence, inverse agonism; in the data active means inhibition above about 22%, passing the limit was not always enough;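 further: 0% = cells with DMSO and 100% = wells without cells with DMSO; values of inactives mirror those of a sister screen read the other way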
PKA-R2B activ: activators of PKA-R2B holoenzyme, primary screen, biochemical, fluorescence polarization, Cy5-IP20, human; cAMP-dependent protein kinase catalytic subunit beta (Homo sapiens) + cAMP-dependent …; PKA-R2B holoenzyme dissociation; R2B truncated from residue 108, S112A mutant; 0% DMSO only, 100% 113 µM cGMP; activation, % at 11.4 µM; 340,000 compounds, 0.079% hits;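 active means activation above a cutoff set at the mean over all compounds plus 3 SD, cut at about 18% in these data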;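 further: higher means more holoenzyme dissociation and a rise in polarization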
Target sequence (P31323 whole entry, looked up, other chains not shown, the tested form may be a part): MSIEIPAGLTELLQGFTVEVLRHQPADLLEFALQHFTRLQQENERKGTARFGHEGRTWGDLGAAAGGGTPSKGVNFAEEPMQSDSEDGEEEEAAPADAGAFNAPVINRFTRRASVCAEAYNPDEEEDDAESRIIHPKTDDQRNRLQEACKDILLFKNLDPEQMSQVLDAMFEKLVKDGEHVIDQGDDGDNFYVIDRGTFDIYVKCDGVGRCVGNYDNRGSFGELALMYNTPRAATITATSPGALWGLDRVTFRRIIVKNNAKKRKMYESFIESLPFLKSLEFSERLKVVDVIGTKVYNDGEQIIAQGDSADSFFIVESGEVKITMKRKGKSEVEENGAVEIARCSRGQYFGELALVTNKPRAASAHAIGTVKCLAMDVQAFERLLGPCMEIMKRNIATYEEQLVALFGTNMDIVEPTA
MOR-DOR ag: agonists of OPRM1-OPRD1 heterodimerization, primary screen, cell-based, luminescence; cells; 340,000 compounds, 0.3% hits; AID 504326, 2011; activation, % at 9.3 µM; in the data active means activation above about 18%;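 further: 0% = vehicle-treated cells and 100% = reference agonist; values of inactives mirror those of a sister screen read the other way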
AddAB inh: growth inhibition of E. coli expressing H. pylori AddAB, primary screen, AddAB inhibitor project, absorbance. inhibition, % at 11.9 µM. 330,000 compounds, 0.29% hits. AID 435030, 2010; in the data active means inhibition above about 12%;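 further: 0% = vehicle wells of infected cells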
E coli growth: E. coli V3065 growth inhibition, primary screen, counter-screen for AddAB inhibitor project, absorbance, OD600; 18 h; 330,000 compounds, 0.27% hits; inhibition, % at 11.9 µM; AID 449728, 2010;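 active means inhibition above the campaign's mean inhibition across all tested compounds plus 3 SD, cut at about 9.9% in these data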;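 further: uninfected addAB+ strain grown without phage in ampicillin broth; 0% = DMSO wells and 100% = ciprofloxacin 0.95 µg/ml wells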
PKA-R1A activ: activators of PKA-R1A holoenzyme, primary screen, biochemical, fluorescence polarization, Cy5-IP20, bovine R1A, mouse PKAc; cAMP-dependent protein kinase type I-alpha regulatory subunit (Bos taurus) + …; PKA-R1A dissociation; scaled: DMSO 0%, 113 µM cGMP 100%; activation, % at 11.4 µM; 340,000 compounds, 0.083% hits; AID 504707, 2011;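 active means percent activation above the mean of all tested compounds plus 3 SD, cut at about 19% in these data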;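 further: higher means more PKAc released from R1A so a rise in polarization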
phage Ecoli inh: growth loss of phage-infected E. coli, primary screen, RecBCD inhibitor project, absorbance, with phage, HTS | inhibition, % at 11.9 µM | 360,000 compounds, 0.26% hits | AID 651602, 2012; in the data active means inhibition above about 11%
Tat transport: E. coli Tat export inhibitors, primary screen, MC4100, TorA-mCherry reporter, fluorescence, single point | inhibition, % at 10 µM | 340,000 compounds, 0.036% hits;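 active means mean replicate inhibition at least 50% and at least half of replicates individually reaching 50%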;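 further: exported cargo escapes ClpAP degradation while cytoplasmic cargo is degraded and loses fluorescence; 0% = median of neutral control wells and 100% = median of NaSCN control wells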
HTR5A inv ag: HTR5A inverse agonists in luminescence cell assay, primary screen, counter-screen for OPRM1-OPRD1 heterodimer inverse agonist project, full-deck HTS; 5-hydroxytryptamine receptor 5A (Homo sapiens), P47898; 340,000 compounds, 0.083% hits; AID 504634, 2011; inhibition, % at 9.3 µM; HTR5A cell line, inverse agonism; in the data active means inhibition mostly above about 23%, no sharp cut-off; inactive means mostly below about 18%;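 further: 0% = cells with DMSO and 100% = no-cell wells with DMSO; some compounds called inactive have numbers as strong as hits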
Target sequence (P47898 whole entry, looked up): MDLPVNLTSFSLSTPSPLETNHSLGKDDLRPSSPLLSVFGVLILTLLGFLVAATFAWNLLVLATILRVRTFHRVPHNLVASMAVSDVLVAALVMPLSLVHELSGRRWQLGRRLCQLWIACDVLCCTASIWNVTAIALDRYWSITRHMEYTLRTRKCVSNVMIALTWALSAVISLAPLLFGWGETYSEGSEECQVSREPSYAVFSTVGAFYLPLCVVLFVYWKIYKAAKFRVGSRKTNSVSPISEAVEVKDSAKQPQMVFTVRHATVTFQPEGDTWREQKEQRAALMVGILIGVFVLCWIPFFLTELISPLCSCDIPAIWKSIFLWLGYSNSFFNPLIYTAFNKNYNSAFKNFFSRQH
PfHsp90 set2: growth inhibition of PfHsp90-expressing yeast, primary screen, antimalarial PfHsp90 inhibitor project, S. cerevisiae, BacTiter-Glo luminescence, single point, set 2; BacTiter-Glo ATP, 48 h; yeast lacking PDR1 and PDR3 efflux regulators; inhibition, % at 9.4 µM; 310,000 compounds, 0.32% hits;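 active means every replicate shows inhibition above about 80%, whatever the replicate mean, limit read from the data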;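 further: 0% = DMSO neutral controls and 100% = 20 µM radicicol positive controls; yeast relying on Plasmodium falciparum Hsp90 in place of its own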
Starred values were filed as active, the others as inactive; i = inactive; / = no result given.

SMILES	Mot1-301 SUMO	OPRM1-OPRD1 inv	PKA-R2B activ	MOR-DOR ag	AddAB inh	E coli growth	PKA-R1A activ	phage Ecoli inh	Tat transport	HTR5A inv ag	PfHsp90 set2
CCC(Sc1nc2cc3c(cc2c(=O)n1Cc1ccco1)OCO3)C(=O)Nc1ccccc1OC (stereo not given)	98	7	-10	-1.5	-2.8	-1.9	4	1.4	-6	-14	/
Cc1cc(C)c(NC(=O)Cn2cnc3c(oc4ccccc43)c2=O)c(C)c1	275	-15	1	2.8	-0.7	0.3	-7	2.9	6	5	4
CN(C(=O)COC(=O)c1ccc2c(c1)OCCO2)c1ccccc1	21	12	-16	-2.4	-0.2	0.1	4	-1.4	-1	4	9
Cc1nc2ccccn2c1C(=O)N/N=C/c1ccc2c(c1)OCO2	-7	8	-4	-1.5	4.5	0.7	-7	3.4	0	4	7
O=C(N/N=C/c1c[nH]c2ccccc12)C1COc2ccccc2O1 (stereo not given)	3	4	-6	-0.7	2.4	0.5	-9	-0.5	-9	2	11
CC(OC(=O)CCOc1ccccc1)C(=O)Nc1ccc(Cl)cn1 (stereo not given)	-8	-9	-5	1.7	3.2	1.8	22*	-1.0	-2	4	-5
Cc1ccc(Cn2c(SCC(=O)N/N=C/c3ccccc3OCC(=O)O)nc3ccccc32)cc1	29	4	-5	-0.8	1.5	0.9	5	1.8	24	-36	2
CCCCOCCCNC(=O)c1ccc2c(c1)OCO2	-5	13	-4	-2.8	3.1	1.6	2	1.3	0	-1	5
COc1cccc(CN2CCNC(=O)C2CC(=O)N(C)C2CCCCC2)c1OC (stereo not given)	19	18	-3	-3.4	1.5	2.2	5	-0.6	4	13	-6
Clc1cccc(OCc2nnc(-c3ccccc3Br)o2)c1	8	-41	-4	7.7	2.3	0.4	0	0.5	10	-9	-25
CCOCCc1nnc(NC(=O)C2CCN(C(=O)c3ccco3)CC2)s1	6	-7	-2	0.8	-0.7	-0.2	-3	3.2	4	-2	3
COc1cccc(C(=O)Cn2c(N3CCOCC3)nc3c2c(=O)n(C)c(=O)n3C)c1	156	7	-1	-1.3	1.8	-1.2	1	0.0	-5	-30	7
CCn1c(-c2ccco2)nc2ccccc21	-4	7	-3	-1.3	2.1	1.7	14	0.8	2	-22	0
Cc1cccc(N2CCN(C(=O)CSc3ccsc3[N+](=O)[O-])CC2C)c1 (stereo not given)	34	6	-13	-1.0	3.5	3.7	-6	1.3	6	-5	-16
NCCCCC(=O)O	-6	8	-3	-1.5	-2.4	-0.2	-6	2.6	4	9	-3
CN1C(=O)C(C)(C)c2cc(S(=O)(=O)N3CCC(C(=O)NCc4ccccc4Cl)CC3)ccc21	-10	4	-4	-0.7	-1.4	-0.4	-17	1.4	11	-29	5
COc1ccc(N(CC(=O)NCC2CCCO2)C(=O)CCC(=O)Nc2nccs2)c(OC)c1 (stereo not given)	-10	12	-2	-1.9	4.1	-3.3	-5	1.8	0	7	0
O=C(O)c1cccc2c1C(=O)c1cccc3snc-2c13	0	-4	1	0.7	2.0	-1.0	-10	1.2	1	17	6
O=C1CCNc2cc3ccccc3cc21	-23	-32	-7	6.3	-1.6	-1.8	-3	/	2	-10	13
COC(=O)c1c(C(=O)OC)c(-c2ccc(F)cc2)n2c1CS(=O)(=O)C2	-4	10	5	-1.8	-0.9	-4.1	6	0.7	-2	-12	-22
CC(C)C(OC(=O)c1nsc(Cl)c1Cl)C(=O)NC1CCCCC1 (stereo not given)	-7	4	-8	-0.6	0.3	-0.9	0	-0.6	1	0	22
CCOC(=O)c1[nH]c2ccc(OC)cc2c1NC(=S)N1CCN(c2ccc(F)cc2)CC1	0	-3	-15	0.5	2.4	1.2	-2	0.7	-2	-16	1
COc1ccc(Oc2c(OC)cc([N+](=O)[O-])c3ncccc23)cc1	/	0	-4	0.1	/	/	-1	0.6	-7	-3	-22
Cc1c(C=NCCOCc2ccccc2)cnn1C	-6	7	5	-1.2	2.1	-0.9	6	2.6	-2	8	-5
CCc1cc2c(COC(=O)CCNS(=O)(=O)c3cccc(C(F)(F)F)c3)cc(=O)oc2cc1O	-3	5	-1	-1.3	1.3	-3.2	-7	6.4	8	-12	-7
Cc1nc2ccccn2c1C(=O)NCc1cccnc1	-4	10	-6	-1.7	2.7	2.4	4	3.8	-7	-3	18
O=c1[nH]nnc2c1cnn2-c1ccccc1	/	8	3	-1.6	/	/	8	3.1	-10	-9	31
COc1ccc(N2CCN(C(=O)c3cn(Cc4ccccc4)nc3-c3cccnc3)CC2)cc1	-17	1	4	-0.1	-0.4	-1.1	-17	-0.3	1	14	-1
O=C1CSC(c2cn(-c3ccccc3)nc2-c2ccc3c(c2)OCCO3)N1CCN1CCOCC1 (stereo not given)	-4	8	-9	-1.3	2.0	-3.5	-5	3.7	-9	1	6
O=C(c1ccccc1)c1ccc2cc(O)ccc2c1	119	-36	3	6.9	0.3	1.9	7	0.1	4	-1	-14
COc1ccc(NC(=O)Nc2cnccn2)cc1	i	11	-8	-2.3	0.5	1.5	-1	0.9	6	8	10
COc1ccc(C(=O)NNC2=CC(=O)CC(C)(C)C2)cc1OC	-14	-9	-6	1.8	-0.4	0.4	-1	-0.1	-7	-1	-13
CN(C)S(=O)(=O)c1ccc(C(=O)NCC2(N3CCCCC3)CCCCC2)cc1	0	6	-4	-1.2	-0.7	-1.8	-10	0.3	1	-34	-58
CCCC/C(O)=C1\C(=O)CC(C)(C)CC1=Nc1ccc(N)cc1	-6	8	0	-1.5	1.9	1.4	1	4.9	-1	21	-10
CN(Cc1nc(-c2ccccc2)no1)C1CCOCC1	8	1	5	-0.2	2.2	0.0	2	0.1	3	5	-5
CC(=O)Nc1ccc(NS(=O)(=O)c2cccc3ccccc23)cc1	19	7	-11	-1.2	1.7	2.1	7	2.5	4	-4	-6
Cc1cccc(Cc2cnc(NC(=O)C3=NCCN3)s2)c1	-12	7	-13	-1.4	-3.4	-4.2	-5	-2.3	-4	15	/
Cc1ccc(-c2nnn(CC(=O)NCC3CC3)n2)o1	-11	7	-3	-1.1	-0.2	-0.6	-1	3.1	2	-4	-9
CCNS(=O)(=O)c1ccc(OC)c(C(=O)NC2CCCCC2)c1	323*	8	8	-1.5	5.1	-0.7	5	/	-3	-13	-17
N#CCCSc1ncnc2c1oc1ccccc12	-9	8	2	-1.6	2.5	0.2	-1	2.1	-10	16	-4
COc1cccc(CN2CCN(C3CSCCSC3)CC2CCO)c1 (stereo not given)	6	5	4	-1.0	3.5	2.8	-4	2.5	20	-27	2
COc1ccc(C(c2nnnn2CS(=O)(=O)c2ccc(C)cc2)N2CCN(c3ncccn3)CC2)cc1 (stereo not given)	-4	3	-9	-0.4	1.8	-1.1	-5	1.7	7	20	/
Cc1nnc(OCc2nc3ccccc3n2C)c2ccccc12	-9	4	-12	-0.8	1.6	-3.3	-3	0.3	8	-4	-21
Cc1ccccc1-c1nc(-c2ccc(NC(=O)c3ccc(Br)o3)cc2)no1	-13	6	3	-1.1	0.2	1.0	-13	3.2	-10	4	/
CCOC(=O)C1CCCN(C(=O)c2ccc3nc(-c4ccccc4)c(-c4ccccc4)nc3c2)C1 (stereo not given)	17	-23	-12	4.2	-0.6	-0.1	-9	1.4	0	-5	-14
Nc1ccc(CSc2ccc(Cl)cc2)cc1	118	-6	6	1.0	-0.1	-0.7	3	3.0	-3	-6	-2
CCn1c(SCC(=O)N2c3ccccc3CC2C)nnc1-c1ccco1 (stereo not given)	-8	-8	-13	1.3	0.1	0.9	-10	2.8	-9	6	-9
O=C(c1ccc(F)cc1)N1CCN(C(=O)c2ccc([N+](=O)[O-])cc2)CC1	11	-3	4	0.6	5.8	1.5	0	5.1	-15	1	9
N=C1C(c2nc3ccccc3[nH]2)=C(O)CN1c1ccc(CC(=O)O)cc1	6	8	-1	-1.4	-0.5	-1.3	-6	0.1	-11	-31	-3
COc1cc(-c2nnc(SCC3(c4ccccc4)OCCO3)o2)cc(OC)c1OC	18	0	-10	0.0	2.3	-0.6	10	-1.2	1	-15	-15
NNC(=O)CSc1nnnn1-c1ccccc1	-11	2	3	-0.4	1.4	0.8	-1	-0.1	-5	2	-2
CN(C(=O)c1ccc(Cl)c([N+](=O)[O-])c1)C1(C)CCS(=O)(=O)C1 (stereo not given)	0	4	15	-0.7	0.3	2.2	-3	-1.3	6	-22	/
O=S1(=O)CCC(n2ncc3c2/C(=C/c2ccccc2)CC3)C1 (stereo not given)	-24	12	4	-2.5	-0.2	0.0	-3	2.0	-2	2	-36
FC(F)(F)c1cccc(-c2nc(-c3ccncc3)no2)c1	-3	-9	0	1.9	/	/	-1	-1.0	3	-33	-9
CC[n+]1c(/C=C/Nc2ccccc2)sc2ccccc21	-3	-6	-8	1.1	0.7	-0.5	-1	3.1	-88	-8	12
COc1ccc(OC)c(C(O)c2nc3ccccc3n2C)c1 (stereo not given)	-9	5	-1	-1.1	3.7	2.6	-4	1.2	3	12	-8
Nc1nc(-c2ccc([N+](=O)[O-])cc2)cc(=O)[nH]1	/	3	-10	-0.8	/	/	2	-0.6	1	-9	3
CCN(CC)C(=O)[C@H]1C[C@H](CC(=O)NC/C=C(\C)CCC=C(C)C)C(=O)N2CCc3c([nH]c4cc(-c5ccco5)ccc34)[C@]12C	/	13	1	-2.6	-0.2	-2.5	-6	2.1	4	7	-15
COC(=O)C=C1CCC2C3CCC4=CC(=O)CCC4(C)C3C(=O)CC12C (stereo not given)	/	9	5	-1.8	/	/	0	3.3	5	7	6
CC(CCc1ccccc1)NC(=O)CCCn1ncn2c(cc3occc32)c1=O (stereo not given)	-8	5	-4	-1.0	-3.2	-2.5	-23	2.1	5	-1	2

In the list so far, these contain two or more sulfur atoms:
SMILES	Mot1-301 SUMO	OPRM1-OPRD1 inv	PKA-R2B activ	MOR-DOR ag	AddAB inh	E coli growth	PKA-R1A activ	phage Ecoli inh	Tat transport	HTR5A inv ag	PfHsp90 set2
Cc1cccc(N2CCN(C(=O)CSc3ccsc3[N+](=O)[O-])CC2C)c1 (stereo not given)	34	6	-13	-1.0	3.5	3.7	-6	1.3	6	-5	-16
COc1cccc(CN2CCN(C3CSCCSC3)CC2CCO)c1 (stereo not given)	6	5	4	-1.0	3.5	2.8	-4	2.5	20	-27	2

Hits appear at their usual frequency, and some 2.2% of all compounds hit somewhere here.
